# From PubChem BioAssay
# S1P2 antag: S1P2 (human) receptor antagonism | 97,000 tested, 0.21% active | O95136 | inhibition, % at 5 µM | cell-based S1P2 antagonist assay, inhibition at 5 uM; in the data active = inhibition above about 45%;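 note: CRE beta-lactamase reporter cells expressing human S1P2 stimulated with S1P; 0% = agonist at EC80 alone and 100% = agonist plus reference antagonist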
# FAK blocker: inhibitors of human focal adhesion kinase | inhibition, %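 (tested at 7 µM)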 | biochemical FAK kinase activity assay | Q05397 | 97,000 tested, 0.84% active; in the data active = inhibition above about 19%;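 note: 0% = DMSO and 100% = reference compound high control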
# Target sequence (Q05397 whole entry, looked up): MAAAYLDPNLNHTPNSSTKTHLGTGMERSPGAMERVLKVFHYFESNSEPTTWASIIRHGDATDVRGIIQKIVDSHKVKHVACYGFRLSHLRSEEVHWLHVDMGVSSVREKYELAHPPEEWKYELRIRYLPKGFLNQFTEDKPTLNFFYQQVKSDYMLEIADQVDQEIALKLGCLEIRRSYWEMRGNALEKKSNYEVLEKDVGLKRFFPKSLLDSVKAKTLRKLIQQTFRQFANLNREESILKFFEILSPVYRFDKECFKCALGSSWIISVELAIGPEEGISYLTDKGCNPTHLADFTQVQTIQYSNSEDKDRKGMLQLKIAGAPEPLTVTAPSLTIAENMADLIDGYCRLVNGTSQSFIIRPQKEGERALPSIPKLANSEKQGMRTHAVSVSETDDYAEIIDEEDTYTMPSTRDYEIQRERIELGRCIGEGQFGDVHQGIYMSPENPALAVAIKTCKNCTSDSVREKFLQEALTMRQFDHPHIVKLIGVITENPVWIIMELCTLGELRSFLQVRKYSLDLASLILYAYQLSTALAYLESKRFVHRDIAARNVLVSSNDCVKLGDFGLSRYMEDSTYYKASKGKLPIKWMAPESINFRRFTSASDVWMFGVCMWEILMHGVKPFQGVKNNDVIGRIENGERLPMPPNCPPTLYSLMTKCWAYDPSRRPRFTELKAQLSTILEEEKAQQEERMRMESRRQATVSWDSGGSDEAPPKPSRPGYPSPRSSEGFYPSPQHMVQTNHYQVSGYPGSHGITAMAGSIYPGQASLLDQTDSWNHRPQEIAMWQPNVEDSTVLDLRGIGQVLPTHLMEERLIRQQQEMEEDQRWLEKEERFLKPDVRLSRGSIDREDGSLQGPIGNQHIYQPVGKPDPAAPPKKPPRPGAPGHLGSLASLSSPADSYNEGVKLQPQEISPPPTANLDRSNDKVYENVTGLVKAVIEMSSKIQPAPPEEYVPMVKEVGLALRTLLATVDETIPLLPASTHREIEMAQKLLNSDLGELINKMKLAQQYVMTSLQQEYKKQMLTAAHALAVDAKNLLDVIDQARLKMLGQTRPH
# Plk1 PBD FP: blocks phosphopeptide binding to human Plk1 polo box domain; P53350; Plk1 PBD phosphopeptide binding, fluorescence polarization; inhibition, %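 (tested at about 20 µM)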; 97,000 tested, 0.13% active; in the data active = inhibition above about 34%, passing the limit was not always enough
# EphB4 antag: blocks human EphB4 binding to ephrin-B2 | EphB4 LBD / TNYL-RAW-Alexa532 peptide, fluorescence polarization | inhibition, % at 7 µM | 97,000 tested, 0.15% active;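 active = inhibition above the screen-wide mean inhibition plus 3 SD, cut at about 15% in these data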;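 note: 0% = DMSO wells and 100% = excess unlabeled TNYL-RAW peptide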
# MT1-MMP txn act: MT1-MMP promoter transcription activation; HT1080 MT1-MMP promoter luciferase reporter, luminescence, overnight; active compounds read high; activation factor at 10 µM; 86,000 tested, 0.16% active; AID 750;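 active = activation factor of at least 2 for MT1-MMP transcription at 10 µM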
# PLAP activator: activates human placental alkaline phosphatase | P05187 | purified PLAP enzyme, luminescent substrate read-out; active compounds read high | activation fold at 20 µM | 96,000 tested, 1.2% active | AID 696; in the data active = activation fold above about 2
# S1P2 agonist: agonists of human S1P2 receptor; S1P2-expressing cell line, agonist reporter read-out; activation, % at 4.5 µM; 97,000 tested, 0.46% active; in the data active = activation above about 16%;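 note: 0% = vehicle low control and 100% = maximal reference agonist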
# Rev-RRE block: disrupts HIV-1 Rev binding to RRE RNA; P05866; Rev peptide-RRE RNA binding, FRET; inhibition, % at 8 µM; 97,000 tested, 0.79% active; AID 704;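 active = inhibition above the screen-wide mean plus 3 SD, cut at about 35% in these data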;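 note: 0% = median DMSO wells and 100% = median Neomycin B control wells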
#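 Assay system: Labelled RRE RNA duplex and labelled Rev peptide | Times: 5 min preincubation and 15 min binding, 25 °C | Detection: FRET, ex 480 nm, em 540 and 671 nm | Evaluation: % inhibition of FRET ratio versus controls | Benchmarks: DMSO wells as 0% and neomycin B wells as 100% inhibition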
# PLK1 inh: PLK1 (human) kinase inhibition; P53350; recombinant PLK1 kinase, TR-FRET peptide phosphorylation; inhibition, % at 10 µM; 97,000 tested, 0.53% active;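 active = inhibition of 50% or more in the single-concentration screen; inactive = inhibition below 50%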;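 note: 0% = DMSO max control and 100% = H-89 dihydrochloride min control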
# * = called active by the depositor; . = no result given; [ ] = another dose, or the depositor's remark.
SMILES,S1P2 antag,FAK blocker,Plk1 PBD FP,EphB4 antag,MT1-MMP txn act,PLAP activator,S1P2 agonist,Rev-RRE block,PLK1 inh
COC(=O)c1ccccc1NC(=O)NCc1ccc2c(c1)OCO2,1,2,8,11,1.1,0.8,-4,8,-6
O=C(Nc1cccc2nsnc12)C1CC(=O)N(c2ccccc2)C1 (stereo unspecified),35,0,-17,0,1.2,1.3,-7,4,12
Cc1cccc(NC(=S)NCc2cccs2)c1C,13,1,1,2,1.2,1.1,-8,6,-8
CCOC(=O)c1c(NC(=O)/C=C/c2ccc3c(c2)OCO3)sc(C)c1CC,3,3,11,1,.,0.9,-1,10,-12
O=C1CC(c2cccc(Cl)c2)c2cc3c(cc2N1)CCC3 (stereo unspecified),-20,2,5,-2,.,0.9,-8,10,-14
O=C(NCCCn1ccnc1)C(=O)NCc1ccccc1,10,2,11,2,1.1,.,-3,10,-3
CC(C)C(=O)Nc1nnc(Sc2ccc(N(C)C)cc2)s1,-11,3,-26,-2,1.1,1,-6,0,-7
CN1CCC(=NNC(=O)C(=O)NC2CCCC2)CC1,5,-1,-3,0,1,0.9,-2,4,-8
COc1cc(C(=O)N2CCC(c3nc(-c4cccnc4)no3)CC2)cc(OC)c1OC,15,-1,-16,2,1,1.3,-8,4,-6
O=C(CCC(=O)N1CCCc2ccccc21)N1CCN(S(=O)(=O)c2ccccc2)CC1,-2,-9,7,2,1,1.5,-5,6,-19
COc1ccc(/C=C2\CCCC3C2=NN(C(=O)c2scnc2C)C3c2ccc(OC)c(OC)c2)cc1OC (stereo unspecified),-10,-1,0,9,.,1.8,-8,4,2
Nn1c(SCC(=O)Nc2ccc3c(c2)OCO3)nnc1-c1ccncc1,10,2,2,4,1.3,1,-14,6,6
CCOC(=O)N1CCC(N2CC34C=CC(O3)C(C(=O)Nc3ccc(C(C)C)cc3)C4C2=O)CC1 (stereo unspecified),19,4,7,8,1,1.7,-1,3,-22
CN(c1ccc(C(=O)N2CCc3ccccc3C2)cc1)S(C)(=O)=O,1,3,-22,-1,1.2,.,-8,1,-9
Cc1onc(-c2ccccc2)c1C(=O)Nc1nnc(-c2ccncc2)s1,-10,-1,20,4,1.1,0.9,-2,2,0

# Looked up above.
# EphB4 antag, `CCOC(=O)c1c(NC(=O)/C=C/c2ccc3c(c2)OCO3)sc(C)c1CC` is entered as 1
# EphB4 antag, `O=C1CC(c2cccc(Cl)c2)c2cc3c(cc2N1)CCC3` (stereo unspecified) is entered as -2

# (listing goes on)
SMILES,S1P2 antag,FAK blocker,Plk1 PBD FP,EphB4 antag,MT1-MMP txn act,PLAP activator,S1P2 agonist,Rev-RRE block,PLK1 inh
O=C(c1cc(-c2ccc3c(c2)OCO3)on1)N1CCN(c2ccc(F)cc2)CC1,-10,-1,6,-8,1,0.9,-8,-4,-4
CSC1=NCCN1C(=O)c1ccc(S(=O)(=O)N2CCOCC2)cc1,10,0,17,3,1,1.1,-4,2,-13
O=C(N1CCOCC1)N1CCC(n2nnc3cc(F)ccc32)CC1,1,0,14,-1,1.1,1.2,-3,40*,-4
O=C(O)CCCC(=O)Nc1ccccc1C(=O)N1CCCC1,5,-2,-1,0,1.1,1,-6,7,-11
Cc1cccc(C(=O)NC2CCN(C(=S)NCc3ccco3)CC2)c1,15,-4,1,5,.,0.8,-6,2,-10
O=C(O)CCc1ccc(-c2cccs2)n1NC(=O)c1ccccc1Br,6,3,-17,-3,1,1.4,-6,3,-13
O=C(NO)c1ccc(OC(F)F)cc1,29,-3,14,4,1.4,0.8,-7,4,-9
CN(C)/C=N/c1sc2c(c1C#N)CCC2,19,-1,-23,3,1.2,1.1,-4,5,-7
Cc1ccc2c(c1)[C@H]1OCC[C@H]1[C@@H](c1ccncc1)N2,15,-1,-14,-3,1.2,1,-3,1,-1
Cc1ccc(C(=O)COC(=O)CCC(=O)Nc2cc(Cl)ccc2Cl)cc1[N+](=O)[O-],-22,-3,12,-9,.,1,-7,10,-13
CC(=O)Nc1nc(COc2ccc3ccccc3c2)cs1,-2,0,-3,-2,1.5,1.1,-4,5,-20
CS(=O)(=O)N(CC(=O)N/N=C/c1cccs1)c1cccc(Cl)c1Cl,-3,-7,21,1,.,1.1,-4,2,1
CN(C)S(=O)(=O)c1ccc(C(=O)Nc2ccc(CN3CCCC3)cc2)cc1,6,4,-21,4,1.3,1.1,-6,4,-8
Cc1ccccc1Cn1c(C(=O)OC(C)C)cc2c1ccn2C,11,-3,-10,3,1.1,1.1,-1,-1,-6
CSc1ccc(Cl)c(C(=O)OCC(=O)NCc2ccco2)c1,19,11,-2,0,1.2,1.4,-3,4,-2

# Shown field by field: two of the compounds above
CS(=O)(=O)N(CC(=O)N/N=C/c1cccs1)c1cccc(Cl)c1Cl
  S1P2 antag: -3
  FAK blocker: -7
  Plk1 PBD FP: 21
  EphB4 antag: 1
  MT1-MMP txn act: .
  PLAP activator: 1.1
  S1P2 agonist: -4
  Rev-RRE block: 2
  PLK1 inh: 1

CN(C)S(=O)(=O)c1ccc(C(=O)Nc2ccc(CN3CCCC3)cc2)cc1
  S1P2 antag: 6
  FAK blocker: 4
  Plk1 PBD FP: -21
  EphB4 antag: 4
  MT1-MMP txn act: 1.3
  PLAP activator: 1.1
  S1P2 agonist: -6
  Rev-RRE block: 4
  PLK1 inh: -8

# Additional compounds follow:
SMILES,S1P2 antag,FAK blocker,Plk1 PBD FP,EphB4 antag,MT1-MMP txn act,PLAP activator,S1P2 agonist,Rev-RRE block,PLK1 inh
O=C(c1ccc(Cl)c(S(=O)(=O)N2CCCCCC2)c1)N1CCN(c2ccccn2)CC1,-14,1,-8,5,.,1.7,-1,0,-4
COC(=O)c1sccc1NC(=O)CSc1ccccc1NS(=O)(=O)c1ccc(Cl)cc1,-4,-6,15,5,.,1.3,-6,4,-3
CS(=O)(=O)N1CCN(c2ccccc2NC(=O)c2cccs2)CC1,-11,-1,4,14,1,1,-3,5,-9
O=C(c1ccccc1)N1CCC(c2nc3c(nnn3Cc3ccccc3Cl)c(=O)[nH]2)CC1,-18,-1,-4,1,1,1.8,-3,11,-10
CCOC(=O)c1cnc2c(C)cccc2c1NCCc1ccc(OC)c(OC)c1,-17,5,1,-3,.,1.4,-2,10,-11
O=C(NC1CCCCC1)C(c1ccc2ncccc2c1)N(Cc1ccco1)C(=O)c1ccc2c(c1)OCCO2 (stereo unspecified),21,6,-31,3,.,1.3,-6,1,-2
COc1ccc(-n2c(=O)c3c4c(sc3n3cnnc23)CC(C)CC4)cc1 (stereo unspecified),18,0,-7,25*,1.1,.,-3,10,-9
C=CCn1c(SCC(=O)Nc2ncc(Cc3ccc(Br)cc3)s2)nnc1-c1ccncc1,-28,-3,-27,-3,.,1.3,-3,5,-6
CCOC(=O)C1CCCN(S(=O)(=O)c2ccc(C)cc2)C1 (stereo unspecified),5,-2,-17,-3,1.1,.,-7,4,-7
COc1ccc(-n2c(SCC(=O)NCc3ccco3)nc3c([nH]c4ccccc43)c2=O)cc1,32,0,-6,-3,.,1.1,-4,13,-11
CCOC(=O)c1ccc(CNC(=O)C2CCCCC2C(=O)OCC(F)(F)F)o1 (stereo unspecified),-1,0,-2,-4,1,1,-3,0,-2
CCCOc1ccc(N2CC(C(=O)NC(C)C)CC2=O)cc1 (stereo unspecified),33,-13,-3,2,1,1.2,-8,6,-4
CC(C)CCNC(=O)NC(=O)COc1c(F)c(F)cc(F)c1F,-7,-8,-23,-6,1.1,0.8,-5,9,-7
O=C(Nc1ccc2c(c1)OCO2)N1CCN(C/C=C/c2ccccc2)CC1,-4,9,3,-6,1.1,1.1,-2,8,-1
COc1ccc(CNC(=O)c2cc(-c3ccco3)on2)cc1,3,-1,2,-2,1.2,0.9,-2,5,1
CCCCCC(=O)Nc1ccc2oc(-c3cncc(Br)c3)nc2c1,3,1,3,-9,1,1.1,-8,3,-18
c1ccc(-c2ncc(CSc3nncn3-c3ccccc3)s2)cc1,-10,3,-23,2,.,0.7,-4,1,-13
O=C1CSC(c2nn(-c3ccccc3)cc2-c2cc3ccccc3oc2=O)N1Cc1ccco1 (stereo unspecified),2,6,13,-5,1.3,1.4,-3,2,-10
O=C(c1ccc(CS(=O)(=O)c2c(Cl)cccc2Cl)o1)N1CCN(c2ccccn2)CC1,-16,5,-13,1,0.9,1.5,-5,6,-21
CCCCOC(=O)CSc1nnc(N)s1,6,-1,5,-5,1.1,0.9,-11,2,-1
Cc1ccc(/C=N/n2c(-c3cccs3)n[nH]c2=S)cc1,-3,3,3,-9,.,0.9,-5,-5,-12
CCOC(Cn1c(-c2ccc(OC)cc2)nc2ccccc21)OCC,-13,1,19,0,1.1,1.7,-2,6,-14
Cn1c(=O)n(C)c2cc(NC(=O)CCl)ccc21,0,-5,-9,4,1,0.8,0,8,2
O=C(c1ccco1)N1CCN(C(=O)C2CCN(S(=O)(=O)c3cccs3)CC2)CC1,3,-5,-3,-3,0.9,1,-8,2,-2
COc1ccc(C2/C(=C(\O)c3cc(C)ccc3C)C(=O)C(=O)N2CCN(C)C)cc1OC (stereo unspecified),-1,0,-7,1,1,1.4,-2,2,-8
CC(=O)NC1=NN(C(C)=O)C(C)(c2ccc(Cl)s2)S1 (stereo unspecified),1,2,6,-8,.,.,-2,2,-9
O=C(c1cc2ccccc2oc1=O)N(Cc1ccccc1)Cc1ccc2c(c1)OCO2,-19,3,-20,-1,2.5*,.,-4,11,0
Cc1cccc(NC2=NCC(=O)N2Cc2ccccc2)c1,8,-1,-29,-6,1.1,0.9,-10,-1,-7
O=C(NCCCN1CCOCC1)c1ccco1,21,4,-8,-2,1.1,0.9,-8,9,1
COc1cc(Cl)c(S(=O)(=O)N2CCOCC2)cc1Cl,-12,-3,12,2,1.1,1,-3,6,-11
O=C(CCc1ccccc1)Nc1nc2n(n1)C(c1ccc(Cl)cc1)CC(=O)N2 (stereo unspecified),2,-7,-7,0,1,1.2,-6,7,-8
CC(C)(C)c1cnnn1-c1ccc(C(=O)CCl)cc1,13,-2,8,0,1.1,1.1,-6,0,-8
CN(C)/C=C(\C#N)C(=O)c1cccnc1Oc1ccc(F)cc1F,4,-6,12,5,.,0.9,-2,1,-4
O=C(c1cccc(COCC(F)(F)C(F)F)c1)N1CCN(c2ccccc2)CC1,6,0,-10,-4,1.1,1.2,-6,6,-11
FC(F)(F)c1cc(-c2ccco2)nc(NCCc2ccccc2)n1,-6,2,-42,9,1.3,0.9,-7,12,3
CC1CCCC(NC2CCCCNC2=O)C1 (stereo unspecified),12,7,43*,1,1.1,0.9,-8,5,-2
Cn1c(SCC(=O)NC2CCCCC2)nnc1-c1cc2cc(Cl)ccc2o1,2,1,1,-1,1.3,0.8,-4,8,-7
CC(=O)Nc1ccc(S(=O)(=O)N[C@H](C(=O)O)C(C)C)cc1,8,1,9,-8,1.1,1.1,-2,5,-2
CC(=O)N(/N=C1\Sc2ccccc2C1=O)c1ccccc1,1,8,101*,-6,.,0.8,0,4,-5
CC1CCN(S(=O)(=O)c2cccc(-c3cn4cc(Cl)ccc4n3)c2)CC1,0,1,-7,1,1.2,1.4,-5,4,-6
COCCCNC(=O)CCn1c(=O)c2ccccc2n(CC(=O)Nc2cc(Cl)ccc2C)c1=O,41,-3,-16,-3,1.1,0.9,-6,4,-11
O=C(COC(=O)c1ccccn1)Nc1c(Cl)cccc1Cl,-5,-1,7,5,1,1,-4,14,-10
Cc1ccnc(NC(=O)C2CCCN(S(=O)(=O)c3cnc[nH]3)C2)c1 (stereo unspecified),17,3,-7,0,1.2,1,-4,11,2
COC(=O)c1ccc(OC(=O)C2CC(=O)N(c3cccc(C)c3)C2)cc1 (stereo unspecified),-4,1,-7,4,1,1.3,-2,-1,2
Cc1ccccc1N1C(=O)c2cccc3c(N(C)CCO)ccc(c23)C1=O,-9,-4,-26,3,1,0.7,-4,125*[fluorescence artefact?],-33
COc1ccc(OCC(O)CN2CCCCC2)cc1 (stereo unspecified),-5,-8,2,-10,1.2,1.3,-2,16,-14
